Hep lipid drop: hepatic lipid droplet formation modulation. AML12 mouse hepatocytes, oleate lipid droplets, BODIPY imaging. inhibition, % at 6.5 µM. 240,000 compounds, 0.4% hits. AID 1656;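 active means lipid droplet intensity inhibited by at least 50%, with more than 500 cells counted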
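Assay system: AML12 mouse liver cells | Compound dosing: One dose, 6.5 µM compound | Read-out basis: Droplet intensity reduction, % inhibition | Measured by: Fluorescence imaging, 20x objective, two fields per well | Schedule: Overnight treatment with compound plus oleate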
Myeloid diff 2: promotes myeloid progenitor differentiation; ER-HoxA9 myeloid progenitors, lysozyme-GFP differentiation, flow cytometry; calls only at 10 µM; 360,000 compounds, 1% hits; AID 624256;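 active means normalized GFP-positive differentiation at or above the plate's own cutoff, the solvent-only control mean plus 3 SD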;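 further: cells exposed to compound for four days before flow analysis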
XIAP antagonists: XIAP antagonists, biochemical, IAP family, fluorescence polarization (AID 1018) | XIAP BIR domain, fluorescence polarization peptide displacement; higher % means a stronger effect | displacement, % at 20 µM; hits with a dose series show IC50 in µM | 200,000 compounds, 0.007% hits; in the data active means displacement above about 50%; further: a part of the inactive calls stands beside numbers as strong as those of hits
HIV peptide binding: inhibitors of HIV fusion peptide binding, primary screen, biochemical, uHTS, fluorescence dequenching (AID 1986); cell-free peptide binding, fluorescence dequenching, 30 min; higher % means a stronger effect; inhibition, % at 20 µM, or IC50 in µM where a hit was titrated; 290,000 compounds, 0.3% hits; in the data active means inhibition mostly above about 52%, no sharp cut-off; inactive means mostly below about 76%; further: some results filed as inactive read as strong as hits
LYP inhibition: PTPN22 lymphoid phosphatase activity blockers – biochemical, fluorescence intensity, uHTS (AID 1779) | 290,000 compounds, 0.054% hits | one-dose inhibition, % at 11.5 µM; IC50 in µM for titrated hits | recombinant LYP phosphatase, fluorescence intensity; higher % means a stronger effect;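 further: plate controls were vehicle with enzyme for no effect and no enzyme for full effect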
SIAH1 antagonists: blockers of Siah-1 interaction with plectin peptide – biochemical, fluorescence polarization, rhodamine-plectin, uHTS, primary screen (AID 1817) | Siah-1 / rhodamine-plectin peptide fluorescence polarization; higher % means a stronger effect | displacement, % at 20 µM, or IC50 in µM where a hit was titrated | 290,000 compounds, 0.02% hits;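 active means displacement of at least 50% at 20 µM, with a fluorescence ratio check between 0.3 and a set limit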;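 further: plate controls were Siah plus tracer with DMSO for no effect and tracer alone without Siah for full effect; strong numbers were not always called active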
NS5 inhibitors: flavivirus cap methylation enzyme inhibition – biochemical, confirmation dose response, primary screen (AID 588689). Dengue-2 NS5 methyltransferase capping enzyme assay, biochemical; higher % means a stronger effect. inhibition, % at 25 µM, or IC50 in µM where a hit was titrated. 340,000 compounds, 0.3% hits; in the data active means a potency from the dose series
AID2073: disruptors of CaV2.2 binding to Mint1 – biochemical, HTRF (AID 2073) | 290,000 compounds, 0.19% hits | HTRF protein-protein interaction, Mint1-CaV2.2; higher % means a stronger effect | one-dose inhibition, % at 20 µM; IC50 in µM for titrated hits; in the data active means inhibition mostly above about 51%, no sharp cut-off; further: some results filed as inactive read as strong as hits
HEK293 NOD2/NF-kB: NOD2 signaling inhibitors, cell-based, luminescence, uHTS, HEK293 (AID 1566). 290,000 compounds, 0.63% hits. inhibition, % at 4 µM, or EC50 in µM where a hit was titrated. HEK293 NOD2/NF-kB luciferase reporter, luminescence; higher % means a stronger effect; further: many of its hits are not listed in these tables
Hep lipid drop cells 6.5 µM: further read-out of Hep lipid drop, marked with its call; cell count; measured here: cell count, cytotoxicity flag;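 cells counted across two imaged fields per well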
Myeloid diff 2 GFP+ MAC1+ %: second read-out of Myeloid diff 2, no call of its own (marks repeat the call); GFP+ MAC1+ double positive, %; measured here: differentiation confirmed by MAC1 staining
Active calls of the source: *; i = inactive; x = no result given. Unless noted, no stated cut-off is given here; in the data, active means inhibition above about 50%; inactive means the rest.

SMILES	Hep lipid drop	Hep lipid drop cells 6.5 µM	Myeloid diff 2	Myeloid diff 2 GFP+ MAC1+ %	XIAP antagonists	HIV peptide binding	LYP inhibition	SIAH1 antagonists	NS5 inhibitors	AID2073	HEK293 NOD2/NF-kB
Cc1ccc(C(=O)NC(NC(=O)c2ccc(C)cc2)c2cccc([N+](=O)[O-])c2)cc1	2	641	i	0.3	-12%	3.2%	8%	2%	-3%	15%	-17%
Cc1nnc(SCC(=O)Nc2nonc2C)s1	-1	823	i	0.4	x	0.7%	-8%	0%	2%	6%	-15%
COc1ccc(NC(=O)C2CCCN(S(=O)(=O)c3ccc(C)cc3)C2)cc1OC (configuration not stated)	4	738	i	0.7	-2.4%	-0.4%	-1%	1%	-4%	2%	2%
O=C(NCCc1csc(-c2cccnc2)n1)c1ccc(Br)o1	-12	705	i	3.0	0.3%	1.2%	1%	-1%	-1%	-1%	-5%
CC1C2C(C)N(C)C(=O)N(C)C2N(C)C(=O)N1C (configuration not stated)	0	772	i	1.4	-6.5%	4.2%	0%	5%	27%	-8%	4%
Clc1cnc(N/N=C/c2cccs2)c(Cl)c1	x	x	i	0.6	0.7%	-0.5%	-1%	-6%	2%	-30%	-52%
CCOC(=O)N1CCN(C(=O)c2cn(C)c3ccc(S(=O)(=O)N4CCC(C)CC4)cc3c2=O)CC1	5	695	i	0.1	-4.6%	2.1%	-3%	3%	-11%	10%	-3%
Cc1ccc(SCCC(=O)NC(C(C)C)C(C)C)cc1	10	585	i	0.2	-0.1%	1.0%	-11%	7%	-11%	-2%	6%
COC(=O)c1ccc(OCCCCN(C)Cc2ccccc2)cc1	-3	790	i	0.2	x	0.2%	-6%	1%	x	5%	-23%
C=CS(=O)c1sc(Cl)c(N2CCOCC2)c1[N+](=O)[O-] (configuration not stated)	2	670	x	x	-1.8%	0.2%	-2%	1%	x	32%	19%
Cc1cccc(-n2c(CNC(=O)c3ccc(S(=O)(=O)N(C)C)cc3)nnc2SCC(=O)Nc2ccc(F)cc2)c1	-15	645	i	0.4	-2.8%	-1.9%	-3%	2%	-3%	-1%	-4%
COC(=O)CSc1nnc([C@H](CC(C)C)NC(=O)OC(C)(C)C)o1	6	779	i	1.1	-6.8%	2.8%	-9%	3%	3%	3%	11%
Cc1ccc(C(=O)N2CCCC(N3CCN(c4cccc(C(F)(F)F)c4)CC3)C2)s1 (configuration not stated)	-9	743	i	1.1	x	0.6%	1%	-1%	-6%	5%	4%
Cc1ccc(-c2nnc(SCC(=O)N(C)C)nc2-c2ccc(C)cc2)cc1	-4	803	x	x	x	-2.0%	-2%	9%	-5%	-6%	18%
CCC1CCCCN1C(=S)NC(=O)c1cccc([N+](=O)[O-])c1 (configuration not stated)	-15	678	x	x	x	0.9%	4%	-1%	-5%	-14%	2%
O=C(NC(=S)Nc1ccc(N2CCCCC2)cc1)c1cccs1	-1	683	i	9.2	0.5%	0.9%	8%	1%	-6%	-14%	-84%
Cc1c(C=O)c2ccccn2c1C(=O)c1ccccc1	5	756	i	0.2	-2.2%	-1.8%	-4%	1%	-3%	13%	10%
Cc1sc2ncnc(SCC(=O)c3ccc(Cl)s3)c2c1C	x	x	x	x	-6.8%	-3.3%	-4%	-3%	x	8%	14%
COCCn1c(SCC(=O)NNC(=O)Cc2ccccc2)nc2ccccc2c1=O	-18	683	i	0.5	-3.3%	-0.1%	-4%	0%	-4%	0%	14%
CC(C)(C)NC(=O)NC(=O)COC(=O)C1(C)CC1(Cl)Cl (configuration not stated)	6	717	i	0.8	-8.0%	-1.6%	-6%	4%	2%	-7%	22%
COc1ccc2[nH]cc(C(=O)CNc3nc(C)cs3)c2c1	x	x	i	0.0	-8.1%	2.4%	-7%	4%	-9%	-18%	-23%
CCCCn1c(CCC(=O)O)nc2cc(S(=O)(=O)N(C)C)ccc21	10	692	i	0.3	-6.2%	-1.6%	-2%	3%	-6%	3%	10%
COC(=O)CSc1nc(C)c2c(n1)CCCC2	3	716	i	0.2	12%	0.4%	-5%	0%	2%	-38%	13%
C/C(=N\NC(N)=O)C1CC(Cc2ccccc2)C(=O)O1 (configuration not stated)	8	817	i	0.3	x	-0.2%	-7%	6%	x	1%	-1%
Cc1ccc(C(=O)Nc2ccc(O)cc2C(=O)O)cc1	1	785	i	5.7	14%	2.6%	2%	3%	-8%	2%	4%

Overlap with the part before: 2 entries, then new ones.
SMILES	Hep lipid drop	Hep lipid drop cells 6.5 µM	Myeloid diff 2	Myeloid diff 2 GFP+ MAC1+ %	XIAP antagonists	HIV peptide binding	LYP inhibition	SIAH1 antagonists	NS5 inhibitors	AID2073	HEK293 NOD2/NF-kB
C/C(=N\NC(N)=O)C1CC(Cc2ccccc2)C(=O)O1 (configuration not stated)	8	817	i	0.3	x	-0.2%	-7%	6%	x	1%	-1%
Cc1ccc(C(=O)Nc2ccc(O)cc2C(=O)O)cc1	1	785	i	5.7	14%	2.6%	2%	3%	-8%	2%	4%
N#Cc1cc(Oc2ccc3ccccc3c2)c(-n2nnc3ccccc32)cc1C#N	14	774	i	0.5	-5.6%	-1.9%	-1%	-2%	-1%	10%	18%
O=C1N=c2ccccc2=C1c1sc(=S)n(Cc2ccccc2Cl)c1O	25	735	i	1.4	x	-3.6%	2%	9%	7%	40%	5%
C/C(Cn1ncc(N2CCOCC2)c(Cl)c1=O)=N\O	-5	804	i	0.6	x	-1.0%	-10%	3%	-2%	12%	4%
Cc1ccc(NC(=S)N2CCN(C)CC2)c(C)c1	5	621	i	0.3	-3.4%	-1.5%	-4%	10%	-7%	40%	-7%
O=C1CC(c2ccccc2)CC(O)=C1C=NCc1ccncc1 (configuration not stated)	3	693	i	0.1	-3.8%	-1.1%	4%	-5%	-1%	11%	18%
C1CN(c2nc3nonc3nc2N2CCSCC2)CCO1	-2	721	i	0.3	x	-1.5%	-3%	11%	5%	12%	22%
CCOCC(=O)N1CCCC(C(=O)OCC)C1 (configuration not stated)	18	680	i	0.4	-1.4%	-0.7%	-2%	2%	1%	-5%	2%
O=C1c2cccc3cccc(c23)C(=O)N1Cc1cccnc1	-1	736	i	0.3	x	-0.3%	-5%	1%	0%	-2%	24%
O=C(CSc1nnnn1-c1ccc(F)cc1)NC1CCCCC1	-6	727	i	0.8	0.3%	-1.7%	-3%	0%	-10%	5%	13%
Brc1ccccc1OCCOc1cccc2cccnc12	0	637	i	0.8	-0.2%	-2.5%	-6%	9%	0%	3%	-17%
Cn1c(O)c(C2=c3ccccc3=NC2=O)[nH]c1=S	2	686	i	0.4	-5.6%	-2.2%	-6%	-2%	-11%	2%	6%
Clc1ncc(CSc2ccccc2)s1	-12	681	i	0.4	-1.9%	0.9%	-3%	3%	-4%	-4%	-17%
CCCNC(=O)c1ccc2c(=O)c(O)c(-c3ccc(F)cc3)[nH]c2c1	33	687	i	0.6	x	0.5%	-6%	-3%	-6%	38%	-18%
CCc1cc(C)cc(OCCOc2ccccc2/C=N/NC(C)=O)c1	-4	797	i	0.4	x	-1.2%	0%	-1%	-14%	-3%	5%
CC1(C)CC2c3cccc(C(=O)O)c3C(=O)N2c2c1ccc1ccccc21 (configuration not stated)	11	610	i	0.8	-4.3%	-1.3%	-6%	4%	1%	-8%	20%
Cc1cccc(-c2ncc(CN3CCN(CCC(C)C)C(CCO)C3)cn2)c1 (configuration not stated)	12	614	i	0.5	-7.4%	2.3%	-3%	6%	-7%	8%	14%

Structures listed so far containing two or more sulfur atoms, in the order listed:
SMILES	Hep lipid drop	Hep lipid drop cells 6.5 µM	Myeloid diff 2	Myeloid diff 2 GFP+ MAC1+ %	XIAP antagonists	HIV peptide binding	LYP inhibition	SIAH1 antagonists	NS5 inhibitors	AID2073	HEK293 NOD2/NF-kB
Cc1nnc(SCC(=O)Nc2nonc2C)s1	-1	823	i	0.4	x	0.7%	-8%	0%	2%	6%	-15%
C=CS(=O)c1sc(Cl)c(N2CCOCC2)c1[N+](=O)[O-] (configuration not stated)	2	670	x	x	-1.8%	0.2%	-2%	1%	x	32%	19%
Cc1cccc(-n2c(CNC(=O)c3ccc(S(=O)(=O)N(C)C)cc3)nnc2SCC(=O)Nc2ccc(F)cc2)c1	-15	645	i	0.4	-2.8%	-1.9%	-3%	2%	-3%	-1%	-4%
O=C(NC(=S)Nc1ccc(N2CCCCC2)cc1)c1cccs1	-1	683	i	9.2	0.5%	0.9%	8%	1%	-6%	-14%	-84%
Cc1sc2ncnc(SCC(=O)c3ccc(Cl)s3)c2c1C	x	x	x	x	-6.8%	-3.3%	-4%	-3%	x	8%	14%
O=C1N=c2ccccc2=C1c1sc(=S)n(Cc2ccccc2Cl)c1O	25	735	i	1.4	x	-3.6%	2%	9%	7%	40%	5%
Clc1ncc(CSc2ccccc2)s1	-12	681	i	0.4	-1.9%	0.9%	-3%	3%	-4%	-4%	-17%

High-throughput results: PubChem, several laboratories

Some of the compounds tested; count on the stated rates, not on these rows.
